High-throughput results as filed in PubChem BioAssay.
FAS TE block: FAS thioesterase (human) inhibition; recombinant FAS-TE, OMFH fluorogenic substrate, fluorescence endpoint; inhibition, % at 15 µM; 0.67% of 360,000 active; AID 602261;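 active = compounds whose normalised, plate-corrected inhibition of enzyme fluorescence in the single-dose primary screen is 50% or more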;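 note: 0% = DMSO with enzyme and 100% = substrate without enzyme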
bovine MsrA act: bovine methionine sulfoxide reductase A activation; activation, % at 10.6 µM; 0.3% of 360,000 active; purified bovine MsrA, absorbance read-out; in the data active = activation above about 7.5%;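 note: 0% = vehicle and 100% = reference activator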
E coli Lon inh: inhibits E. coli Lon protease; P0A9M0; purified E. coli Lon protease, fluorescence polarization; inhibition, % at 7.94 µM; 0.42% of 360,000 active; in the data active = inhibition above about 13%, passing the limit was not always enough;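 note: 0% = enzyme with probe and DMSO and 100% = no enzyme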
Neddylation inh: inhibitors of human cullin neddylation. P61081+Q13564. calls only at 25 µM. 0.58% of 360,000 active. TR-FRET cullin neddylation, biochemical; in the data active = inhibition above about 36%
MT1-MMP act inh: inhibitors of human MT1-MMP activation; 0.061% of 360,000 active; GFP/RFP ratio change, % at 20 µM; HT1080 RFP-PRO-GFP cells, GFP/RFP ratio fluorescence, overnight; percent of plate control window, DMSO zero;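 active = GFP/RFP ratio change of at least 30% with cell ATP level not reduced by more than half and red fluorescence within 50% of control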; note: strong numbers were not always called active
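Read-out: GFP/RFP fluorescence ratio; Test system: RFP-PRO-GFP reporter HT1080 cells; Compound dosing: single-point 20 µM compound, 1% DMSO; Times: overnight compound exposure at 37 °C.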
SKN-1 block: inhibitors of C. elegans SKN-1; C. elegans VP596 Pgst-4::GFP/RFP ratio, acrylamide-induced, 24 h; inhibition, % at 21.8 µM; 0.49% of 360,000 active; AID 624304;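 active = interference check ratio from 0.5 to 1.5 plus GFP to RFP signal ratio inhibition reaching or exceeding a fixed threshold, cut at about 30% in these data, passing the limit was not always enough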; note: some compounds called inactive have numbers as strong as hits
NRP1-CendR mod: alters CendR peptide binding to human NRP-1. O14786. FAM-RPARPAR peptide binding to NRP-1, fluorescence polarization. inhibition, % at 25 µM. 0.85% of 360,000 active. AID 602438;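 active = inhibition or corrected inhibition above about 18%, plus a signal ratio from 0.5 to 1.5, limit read from the data, passing the limit was not always enough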; note: strong numbers were not always called active
Rin1-Abl PPI inh: inhibitors of human Rin1-Abl protein interaction | 0.4% of 360,000 active | inhibition, % at 7.35 µM | TR-FRET Rin1/Abl binding, biochemical | P00519+Q13671; in the data active = inhibition above about 5%, passing the limit was not always enough
MsrA inhibitor: inhibits bovine methionine sulfoxide reductase A; purified bovine MsrA, absorbance read-out; inhibition, % at 15.5 µM; 0.75% of 360,000 active; AID 651718; in the data active = inhibition above about 4.5%;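 note: 0% = vehicle wells with enzyme and 100% = reference inhibitor wells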
* hit, by the source's call; i = inactive; . = no result given; + = active, no number.

SMILES | FAS TE block | bovine MsrA act | E coli Lon inh | Neddylation inh | MT1-MMP act inh | SKN-1 block | NRP1-CendR mod | Rin1-Abl PPI inh | MsrA inhibitor
CC(=O)N1c2ccc(S(=O)(=O)N3CCCC3C(=O)NCc3ccccc3Cl)cc2CC1C (configuration not stated) | 0 | 1 | 2 | i | -2 | 11 | -16 | 2 | 1.2
O=C(CSC(=S)N1CCCCC1)Nc1ncc2c(n1)CC(c1ccco1)CC2=O (configuration not stated) | 13 | -3 | 4 | i | 2 | -6 | -13 | 0 | 2.0
COc1ccc(CSc2nc3ccccc3c(=O)n2CCCN2CCOCC2)cc1F | 13 | -2 | -2 | i | -5 | 2 | -2 | 2 | 0.6
O=C(c1cnn2c(C(F)(F)F)cc(-c3cccs3)nc12)N1CCN(C(c2ccccc2)c2ccccc2)CC1 | 4 | -2 | 0 | i | 0 | 2 | 6 | 2 | 1.1
COc1ccc(OC)c(CCNC(=O)c2ccc3c(c2)N(Cc2ccccc2)CCS3)c1 | 14 | 0 | -4 | i | -4 | -1 | 21 | -2 | -1.5
COc1cc(NC(=O)C2CCN(S(=O)(=O)c3cccs3)CC2)cc(OC)c1 | 5 | -10 | 2 | i | 6 | -5 | -1 | 2 | -0.9
CCOc1ccc(C(=O)N2CCC3(CC2)NCCc2[nH]cnc23)cc1 | -5 | -11 | 1 | i | -2 | 10 | 5 | 2 | 0.0
O=C(c1ccc(Cn2c(=O)[nH]c3ccccc3c2=O)cc1)N1CCN(c2ccccn2)CC1 | 0 | -2 | 4 | i | -3 | 1 | 8 | 2 | -0.3
C/C=C/C(=O)N1c2ccccc2C(C)=CC1(C)C | 5 | -1 | 4 | i | -5 | -2 | -2 | 1 | -0.1
Cn1c(S(=O)(=O)c2ccc([N+](=O)[O-])cc2)nc(Br)c1Br | 9 | 3 | 3 | i | -3 | 1 | 6 | -3 | 0.0
COc1cccc(-c2nnc(Nc3nc4c(F)cccc4s3)o2)c1 | 4 | -2 | 7 | . | 11 | 6 | 33* | -2 | 3.4
COc1cccc(CC(=O)Nc2nc3c(s2)C(=O)CC(C)(C)C3)c1 | -1 | -4 | 3 | i | -1 | 2 | 4 | 0 | 2.0
CC(C)[C@H](NC(=O)[C@@H]1Cc2ccccc2CN1)C(=O)Nc1ccc2c(c1)OCO2 | -7 | -1 | 3 | i | 0 | -11 | 7 | -4 | -0.8
CCOc1ccc(NC(=O)C/C(C)=N/NC(=O)c2cnccn2)cc1 | -5 | -4 | -1 | i | -1 | 10 | -4 | 5 | 0.8
NC(N)=NC(N)=Nc1ccc2ccccc2c1 | -2 | -4 | 8 | i | -1 | 5 | 6 | 6 | -0.7
O=C(CCCn1c(=O)[nH]c2ccccc2c1=O)Nc1ccc(F)cc1 | 0 | -4 | 5 | i | 4 | -9 | 10 | 2 | 1.0
CCN(Cc1cc2cc(C)ccc2[nH]c1=O)S(=O)(=O)c1ccccc1 | 0 | -14 | -1 | i | -4 | -21 | -8 | -6 | 1.2
Nc1[nH]ncc1S(=O)(=O)c1ccccc1 | -4 | -1 | 3 | i | 10 | -10 | -3 | 0 | -0.2
COc1ccc(CN2CCNC(=O)C2CC(=O)N(C)CC2CCOCC2)cc1OC (configuration not stated) | -6 | -3 | -4 | i | -4 | -4 | 1 | 0 | 0.0
O=S(=O)(Cc1ccccc1)NCc1ccccn1 | -7 | 8 | -8 | i | 5 | -1 | 10 | 4 | .
Cc1ccc(/C=C2/SC(=Nc3ccc(F)cc3)NC2=O)s1 | -18 | -2 | -4 | i | -35 | 40* | -92 | 0 | 1.1
CCCCOc1ccc(/C(O)=C2/C(=O)C(=O)N(CCCOC)C2c2ccncc2)cc1 (configuration not stated) | -6 | -5 | 4 | i | 8 | -4 | 9 | 1 | -0.3
COc1ccc2[nH]c(=O)c(CN(C(=O)c3cccnc3)c3ccccc3)cc2c1 | -1 | 1 | -7 | i | 1 | 3 | 14 | 1 | 1.2
Cc1ccc(-n2cc3c(=O)n(C)c(=O)n(C)c3c2)cc1C | 5 | -4 | -2 | i | -6 | 19 | -2 | -2 | -0.3
Cc1ccc(NC(=O)c2ccccn2)c(Br)c1 | 6 | -3 | 3 | i | 1 | 21 | -94 | 3 | 0.1
O=C(CSc1nc2ccccc2c(=O)n1Cc1ccc(Cl)cc1)NCc1cccs1 | -1 | -5 | -16 | i | 1 | -2 | 12 | 0 | 2.7
OCC[C@@H]1C[C@H](O)[C@@H](O)[C@]2(OCCc3cc(Cl)ccc32)O1 | -8 | -4 | -2 | i | 0 | 4 | 13 | 3 | -0.2
COc1ccc(CNC(=O)C2COc3ccccc3O2)c(OC)c1 (configuration not stated) | -5 | -11 | 0 | i | 9 | -7 | 6 | -2 | 1.4
CCN1CCN(c2ccc(S(=O)(=O)N3CCOCC3)cc2NC(=O)CC(NC(C)=O)c2ccccc2)CC1 (configuration not stated) | -5 | -4 | 1 | i | 0 | -16 | 3 | 5 | 0.3
COc1ccc(C2=NN(C(=O)CN3CCCC3)C(c3ccc(OC)cc3)C2)cc1 (configuration not stated) | -2 | -1 | -10 | i | 3 | 7 | -13 | -1 | 0.1
O=C1CCN(Cc2ccccc2)C=C1c1ccc2ccccc2c1 | 19 | -5 | -4 | i | 5 | -7 | -6 | 1 | 0.1
COC(=O)[C@H]1C[C@H](O)CN1S(=O)(=O)c1ccc(Br)cc1F | -5 | 1 | -4 | i | 1 | 1 | -1 | -3 | -0.2
CN1OC[C@@H]2CN(C(=O)C(C)(C)C)[C@H](c3ccc(-n4ccnc4)cc3)C[C@@H]21 | -8 | -4 | -5 | i | 5 | -7 | 2 | 3 | 1.1
O=C(O)c1ccc(Cl)c(S(=O)(=O)N2CCC(Cc3ccccc3)CC2)c1 | -4 | -1 | -4 | i | 4 | -21 | -3 | 1 | -0.3
COC(=O)c1ccccc1NC(=O)CN1CCc2ccccc2C1 | 18 | 2 | -5 | i | -4 | -3 | 8 | 1 | -1.0
Cc1cc(NC(=O)Cn2nc3c(cc2=O)CCCC3)ccc1Br | 13 | -1 | -4 | i | 9 | 7 | 6 | 0 | 0.6

Reformatted: two of the compounds above
Every second line gives: FAS TE block	bovine MsrA act	E coli Lon inh	Neddylation inh	MT1-MMP act inh	SKN-1 block	NRP1-CendR mod	Rin1-Abl PPI inh	MsrA inhibitor
> COc1ccc(CNC(=O)C2COc3ccccc3O2)c(OC)c1 (configuration not stated)
 : -5	-11	0	i	9	-7	6	-2	1.4
> O=C(CSc1nc2ccccc2c(=O)n1Cc1ccc(Cl)cc1)NCc1cccs1
 : -1	-5	-16	i	1	-2	12	0	2.7

The list goes on:
SMILES | FAS TE block | bovine MsrA act | E coli Lon inh | Neddylation inh | MT1-MMP act inh | SKN-1 block | NRP1-CendR mod | Rin1-Abl PPI inh | MsrA inhibitor
N#CCCc1cccc(CCC#N)c1 | -2 | -6 | 3 | i | 1 | 1 | 11 | 2 | -0.3
O=C(NN1CCOCC1)c1ccc(Cl)c([N+](=O)[O-])c1 | 2 | -2 | 7 | i | 0 | 9 | 4 | -3 | 0.5
Cc1sc2nc(CSCC(=O)Nc3ccc(C(F)(F)F)cc3)[nH]c(=O)c2c1C | 17 | 1 | -7 | i | 1 | 20 | -3 | 2 | 0.8
CC(C)c1ccccc1OCCCCCNCCO | 0 | -3 | -4 | i | 2 | 1 | -6 | 5 | 0.3
CC(=O)NC(C)(c1ccccc1)c1nc(-c2cncnc2)cs1 (configuration not stated) | -8 | -6 | -3 | i | 0 | -1 | 4 | 7 | 0.6
CC(OC(=O)c1cc(S(=O)(=O)N2CCOCC2)ccc1F)C(=O)NCC1CCCCC1 (configuration not stated) | -1 | -2 | -7 | i | 6 | 5 | 7 | 2 | -0.2
Oc1ccc(-c2nnc(SCC3CCCCC3)o2)cc1 | 11 | 1 | 8 | i | 3 | 4 | 5 | -2 | -0.8
CCCc1cc(CNC(=O)C2CCC(=O)N(Cc3ccccc3OC)C2)on1 (configuration not stated) | -2 | -1 | -11 | i | 2 | 8 | 14 | 1 | 2.5
CC(=O)c1ccc(NC(=O)/C(=C\c2ccc(F)cc2)NC(=O)c2ccco2)cc1 | -1 | -4 | 1 | i | -2 | 5 | 4 | 1 | 1.0
COC(=O)[C@H](CCSC)NC(=O)Nc1ccc(S(N)(=O)=O)cc1 | -7 | -3 | -11 | i | -1 | 1 | -11 | -1 | 1.2
O=C(Nc1cccc(S(=O)(=O)N2CCCC2)c1)c1cc(S(=O)(=O)N2CCOCC2)ccc1F | 7 | -2 | -14 | i | 4 | -5 | -2 | 1 | -0.5
COc1ccc(-c2csc(C(O)c3ccc(F)c(F)c3)n2)cn1 (configuration not stated) | 14 | 3 | -11 | i | 6 | 13 | 21* | 0 | -0.4
Cc1ccc(C(=O)NCCCNC(=O)COc2ccc(Cl)c(C)c2)cn1 | 0 | -11 | -7 | i | -7 | -16 | 3 | 2 | 2.6
CCc1c(C)sc(NC(=O)c2cc(-c3cc(OC)ccc3OC)on2)c1C#N | -4 | -1 | 2 | . | 3 | 10 | -9 | 3 | 1.2
COc1cc(C2C(C#N)=C(N)Oc3cc(N)ccc32)cc(OC)c1OC (configuration not stated) | -13 | -3 | 17 | i | 14 | 3 | -27 | -2 | -0.2
O=C(CN(C1CCCCC1)S(=O)(=O)c1ccc(Cl)cc1)NCc1cccnc1 | 2 | -2 | 1 | i | 4 | -7 | 2 | -4 | 0.1
COCCN(C(=O)COC(=O)/C=C/c1nc2ccccc2s1)c1c(N)n(Cc2ccccc2)c(=O)[nH]c1=O | -6 | 0 | 6 | i | . | -2 | -2 | -1 | 0.1
CSc1ccc(Cl)c(C(=O)N(C)CC(=O)Nc2ccc(N3CCOCC3)cc2)c1 | -4 | -2 | -6 | i | 0 | 6 | 5 | 0 | 0.1
CC(C)(C)c1n[nH]c2c1CCCC2 | -11 | -4 | -6 | i | 2 | 6 | 0 | -4 | -0.2
Cc1c(C)c2ccc(OCC(=O)NCCN3CCOCC3)cc2oc1=O | -7 | -5 | -1 | . | 2 | 4 | 9 | 0 | 2.0
COc1ccc(C(=O)C(O)C(c2ccc(C)cc2)N2CCOCC2)cc1OC (configuration not stated) | -4 | -3 | -3 | i | 0 | 6 | 4 | 1 | 0.4
COc1cccc(NC(=O)c2cn(C)c(=O)c3cc(OC)c(OC)cc23)c1 | -1 | -3 | 1 | i | 1 | 1 | 2 | 4 | 1.3
NC(N)=N/N=C/c1ccc(OCc2ccccc2)cc1 | -9 | -2 | 1 | i | 5 | 13 | -10 | -1 | 0.7
CCOc1ccc2[nH]c3ncccc3c(=O)c2c1 | -3 | -6 | 26 | + | 5 | -1 | -4 | -7 | -0.9

NRP1-CendR mod, hit marks shown above
compound,bovine MsrA act,E coli Lon inh,Neddylation inh,MT1-MMP act inh,SKN-1 block,NRP1-CendR mod,Rin1-Abl PPI inh,MsrA inhibitor
COc1cccc(-c2nnc(Nc3nc4c(F)cccc4s3)o2)c1,-2,7,.,11,6,33*,-2,3.4
COc1ccc(-c2csc(C(O)c3ccc(F)c(F)c3)n2)cn1 (configuration not stated),3,-11,i,6,13,21*,0,-0.4

Other entries.
SMILES | FAS TE block | bovine MsrA act | E coli Lon inh | Neddylation inh | MT1-MMP act inh | SKN-1 block | NRP1-CendR mod | Rin1-Abl PPI inh | MsrA inhibitor
Clc1ccc(CNc2ccc(CNc3ncn[nH]3)cc2)cc1 | -11 | -2 | -10 | i | 0 | -2 | -8 | 0 | -0.1
COc1cc(/C=C/C(=O)OCC(=O)NC2CCCCCCC2)ccc1O | 6 | -2 | 0 | i | 2 | -1 | 4 | -1 | 1.7
CCOC(=O)C1CCN(Cc2ccc(OC)c(C)c2OC)CC1 | -10 | -11 | -8 | i | -8 | -4 | 1 | -4 | 0.3
CCC1CCCCN1C(=S)Nc1ccc(C(C)=O)cc1 (configuration not stated) | -8 | -4 | -9 | i | -1 | 5 | 1 | 2 | 0.3
CCOc1ccc(CCNC(=O)COC(=O)c2nc3nc(C)cc(C)n3n2)cc1OCC | -6 | -7 | 4 | i | 7 | -1 | 6 | 3 | -0.5
CN1CCN(c2ccccc2NC(=O)c2ccc([N+](=O)[O-])o2)CC1 | -4 | -4 | 0 | i | 8 | -5 | -3 | -3 | .
O=C(CN1CCN(S(=O)(=O)c2ccc3ccccc3c2)CC1)Nc1ccc2c(c1)CCC2 | 33 | -2 | -3 | i | 3 | 6 | 1 | 0 | 0.8
